Xi reactivation: X-chromosome reactivation activator; XiGFP mouse fibroblasts, % GFP-positive cells imaging, 3 d; cells co-treated with 5-aza-dC sensitizer; scaled so ellipticine positive control = 100%; 360,000 tested, 0.055% active; activation, % at 7.58 µM; AID 743238;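 active means mean normalized replicate activation at least 10% and every replicate at or above 10%; inconclusive means only one of the two criteria met; inactive means mean below 10% and not all replicates reach 10%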;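 further: 0% = median of on-plate neutral control wells and 100% = ellipticine 6 µM median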
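Assay system – SV40-immortalized XiGFP fibroblast cells, line 68-5-11 · Buffer or medium – DMEM supplemented with 5-aza-dC as sensitizing agent · Dosing – one concentration, pinned · Benchmarks – positive control ellipticine, 6 µM final · Times – 3 days compound exposure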
SIRT5 block: blocks human SIRT5 desuccinylation of peptide; Purified SirT5, succinyl-peptide AMC, trypsin-coupled fluorescence; AID 652115; Q9NXA8; 330,000 tested, 1.1% active; inhibition, % at 15 µM; in the data active means inhibition above about 15%; inconclusive means no clear call, values can overlap the other calls
Target sequence (Q9NXA8 whole entry, looked up): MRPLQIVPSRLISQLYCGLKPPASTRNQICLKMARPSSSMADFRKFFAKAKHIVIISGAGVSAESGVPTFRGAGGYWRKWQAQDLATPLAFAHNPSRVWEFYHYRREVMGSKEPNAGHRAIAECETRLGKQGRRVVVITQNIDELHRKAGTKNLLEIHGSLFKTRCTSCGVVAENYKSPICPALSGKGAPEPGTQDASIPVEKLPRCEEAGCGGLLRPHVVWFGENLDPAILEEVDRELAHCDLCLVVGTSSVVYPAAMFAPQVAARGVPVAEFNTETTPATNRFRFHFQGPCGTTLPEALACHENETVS
Cneo AK release: Cryptococcus neoformans lysis via adenylate kinase release. C. neoformans lysis, adenylate kinase release luminescence, 4 h; normalised: neutral wells 0, clomiphene wells 100. 360,000 tested, 0.2% active. lysis activity, % at 15 µM;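 active means mean lysis activity across replicates of at least 80%, whatever share of replicates individually reach that level; inactive means mean lysis activity below 80%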
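Assay system: C. neoformans cells. Amount: yeast cell density of 5 × 10^6 cells/mL. Technique: AK luminescence. Buffer or medium: YPD. Times: static 4 h at 37 °C with compound, 1 h detection. Dosing: single-point compound dose. Read-out: lysis from increased AK signal.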
S100A4 inh HTS: blocks human S100A4 binding to myosin IIA peptide; P26447; S100A4/TAMRA-MyoIIA peptide fluorescence polarization; inhibition, % at 10.7 µM; 360,000 tested, 0.14% active;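 active means mean inhibition of at least 70% across replicates, with every replicate also reaching that level; inconclusive means mean inhibition reaches 70% but some replicates fall short; inactive means mean inhibition below 70%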
Target sequence (P26447 whole entry, looked up): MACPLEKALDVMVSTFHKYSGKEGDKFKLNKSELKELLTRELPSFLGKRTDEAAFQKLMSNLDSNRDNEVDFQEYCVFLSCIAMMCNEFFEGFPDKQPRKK
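Test system: S100A4 monomer protein; Medium: HEPES pH 7.2 with CaCl2, KCl, NaCl, DTT, Triton; Probe or stimulus: TAMRA-labelled myosin IIA heavy-chain peptide probe, 5 nM; Doses: one dose per compound; Times: polarization read 5 min after assay mix addition, stable 5–60 min; Benchmarks: neutral control DMSO, positive control TFP.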
PGC1a acetyl inh: PGC1a acetylation modulation, inhibitor mode | U2OS PGC1a acetylation, AlphaScreen anti-acetyl-lysine; with virally co-expressed GCN5 acetyltransferase | inhibition, % at 15.6 µM | 350,000 tested, 0.17% active | AID 651687;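 active means every replicate shows inhibition of at least 40%; inconclusive means mean inhibition at least 40% but some replicate below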;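 further: 0% = neutral control wells and 100% = positive control wells; some results beyond the cut were filed as inactive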
LGR2 antag: blocks bursicon-induced cAMP signaling via Drosophila LGR2; HEK293 LGR2, CRE-luciferase, bursicon-stimulated, 4 h; inhibition, % at 9.99 µM; 380,000 tested, 0.35% active;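 active means drop in luminescence signal, shown as inhibition above about 50% in the replicate tests, limit read from the data, passing the limit was not always enough; inconclusive means probably only some replicates passing the limit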;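 further: agonist challenge used bursicon conditioned medium at about half maximal strength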
ERAP1 inh: ERAP1 (human) enzyme inhibition | recombinant ERAP1, Leu-AMC fluorescence, 60 min | inhibition, % at 10.7 µM | Q9NZ08 | 340,000 tested, 0.15% active;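 active means mean replicate inhibition of at least 30%, or all replicates individually reaching that 30% level; inactive means mean below 30% and not every replicate reaching it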;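 further: 0% = neutral control wells and 100% = L-leucinethiol positive control wells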
Statin myotox sup: suppressors of simvastatin-induced myotoxicity in C2C12 myotubes; ATP luminescence, 48 h; scaled: DMSO 0, geranylgeraniol control 100; rescue of ATP level, % at 7.49 µM; 330,000 tested, 0.78% active;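 active means mean ATP rescue above about 67%, or every replicate alone reaching that limit, limit read from the data, passing the limit was not always enough; inconclusive means no clear call, values can overlap the other calls; inactive means mean under the limit and some replicate under it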;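 further: myotubes were challenged with 10 µM simvastatin during compound exposure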
* marks the source's active call; other numbers are inactive results; u = inconclusive; x = not tested or not shown. Some of the compounds tested. The share of hits here may be higher or lower than overall.

SMILES	Xi reactivation	SIRT5 block	Cneo AK release	S100A4 inh HTS	PGC1a acetyl inh	LGR2 antag	ERAP1 inh	Statin myotox sup
C[C@H]1CN([C@@H](C)CO)S(=O)(=O)c2ccc(-c3cncnc3)cc2O[C@@H]1CN(C)Cc1cccnc1	-0.7	-10.2	4.7	0.7	15.9	7.3	0.2	2.7
C[C@H]1CN([C@@H](C)CO)C(=O)Cc2cc(NC(=O)CCN3CCOCC3)ccc2O[C@@H]1CN(C)Cc1ccc(-c2ccccc2)cc1	0.2	0.5	x	8.7	5.5	8.7	1.4	12.6
CN1CCN(C(=O)C[C@@H]2CC[C@H]3[C@@H](COC[C@H](O)CN3CC3CC3)O2)CC1	0.1	-1.7	-0.6	3.8	5.8	-6.3	-1.6	-1.7
Cc1ccc(-n2nc3c(=O)n(CCCC(=O)N4CCC(C(N)=O)CC4)nc(C)c3c2C)cc1	0.1	0.1	-1.2	-0.1	-5.8	12.4	3.2	-4.9
CC(C)NC(=O)Nc1ccc2c(c1)C(=O)N([C@@H](C)CO)C[C@H](C)[C@@H](CN(C)CC1CCCCC1)OCCCC[C@H](C)O2	0.0	0.4	-2.8	6.3	1.4	2.4	3.5	x
CC(=O)N1c2ccc(S(=O)(=O)N3CCC(C(=O)NCc4ccccc4Cl)CC3)cc2CC1C (configuration not stated)	0.0	-0.5	-0.9	7.3	-12.0	-11.7	-0.3	2.2
COc1ccc(-c2csc(NC(=O)CN3C(=O)NC4(CCCC4)C3=O)n2)c(OC)c1	0.4	-6.0	-0.3	-7.6	x	6.1	2.2	10.8
COC(=O)C[C@H]1C[C@@H]2c3cc(NC(=O)C4CCC4)ccc3O[C@@H]2[C@H](CO)O1	-0.1	x	-6.9	7.8	13.9	-12.0	-1.7	-2.8
Cc1ccc(S(=O)(=O)N2CCOCC2)cc1NC(=O)COC(=O)CCC(=O)c1ccc(F)cc1	0.0	1.5	-0.7	-1.5	x	-14.4	-2.5	-27.5
COc1ccc(C)c2sc(N(CCN(C)C)C(=O)/C=C/c3cccs3)nc12	0.0	-0.8	4.4	6.8	14.6	47.4	11.2	8.9
COc1ccc(/C=C2\SC(=S)N(C(C)C(=O)NC3C=CS(=O)(=O)C3)C2=O)cc1 (configuration not stated)	0.1	-0.5	0.5	-2.1	-9.1	0.7	0.4	-10.5
COc1cccc(/C=N/N2CCN(c3ccc(Cl)cc3)CC2)c1OC	0.1	-6.3	-0.7	-0.2	-4.5	11.3	-0.2	12.2
CC(=O)CSc1nc2cc3c(cc2cc1C#N)OCCO3	0.1	2.5	x	-2.6	-1.0	60.6*	2.6	x
CC1CCN(C(=O)COC(=O)CCC(=O)c2ccc(Cl)cc2)CC1	0.4	-0.7	3.2	-0.5	-7.6	5.3	5.4	1.9
Cc1ccc(C(=O)Nc2c3c(nn2C(C)(C)C)CS(=O)(=O)C3)cc1C	x	x	-6.8	x	8.3	-10.0	x	u
O=C(NCCS(=O)(=O)NCc1ccc(F)cc1)c1ccccc1	0.0	-1.6	4.6	-1.6	5.6	25.8	-2.4	-14.9
Cc1c(NC(=O)CN2C(=O)NC3(CCCC3)C2=O)c(=O)n(-c2ccccc2)n1C	0.2	x	x	-25.8	-2.8	16.5	-3.3	x
COc1ccc(OC)c(NC(=O)C2C(C(=O)O)C3(Cl)C(Cl)=C(Cl)C2(Cl)C3(Cl)Cl)c1 (configuration not stated)	0.2	7.5	x	-4.9	u	9.6	15.1	x
CN1CCN(C(=O)C[C@@H]2C=C[C@@H](NC(=O)Nc3ccccc3F)[C@@H](CO)O2)CC1	0.5	3.1	-10.7	-15.2	-10.9	4.3	-4.7	-7.0
O=C(Nc1cccc([N+](=O)[O-])c1)N1CCc2ccccc2C1	0.3	-1.0	-0.2	-1.4	x	-40.1	0.0	3.1
O=C(N[C@H]1CC[C@@H](CCn2cc(-c3ccccc3)nn2)O[C@@H]1CO)c1cnccn1	1.1	1.6	92.9*	8.3	1.3	14.0	2.8	-4.1
COc1ccc(S(=O)(=O)N2CCCC(C(=O)N3CCOCC3)C2)cc1Cl (configuration not stated)	0.2	-4.2	1.1	28.6	11.4	-1.7	4.4	-4.5
COc1ccc(CN(C(=O)c2snc(C(N)=O)c2N)C(C(=O)NC2CCCC2)c2ccc(OC)cc2)cc1 (configuration not stated)	0.1	-2.4	-2.2	-2.4	1.8	-2.4	-3.1	5.8
CCN(CC)S(=O)(=O)c1ccc(C)c(NC(=O)CN(C)C)c1	0.1	-3.5	x	-0.8	3.0	-10.4	1.1	-7.9
Cc1onc(-c2ccccc2Cl)c1C(=O)NCc1nnnn1-c1ccc(F)cc1	0.0	2.8	x	-1.3	-3.7	3.4	-0.8	9.7
O=C(C1CCN(S(=O)(=O)N2CCOCC2)CC1)N1CCN(Cc2ccc3c(c2)OCO3)CC1	x	-4.2	38.4	1.6	x	13.2	2.0	7.3
CC1(C)CC(=O)C=C(c2cc3ccccc3s2)C1	0.0	x	-0.4	-6.4	-2.1	-29.5	-0.9	1.1
O=C(NCCCN1CCOCC1)[C@H]1N[C@H]2c3ccc(C4=CCCCC4)c(=O)n3C[C@H]2[C@@H]1CO	0.0	-17.4	-1.5	-28.6	x	19.0	1.4	-16.1
CCCN=C1N(C)C[C@@H]2[C@@H]3C(=O)N(C)C(=O)[C@@H]3[C@](Cc3ccccc3)(C(=O)OC)N12	0.2	-0.7	-1.0	-1.7	-4.8	1.3	5.2	-10.4
O=C(CNCc1ccccn1)N1CCc2ccccc2C1	0.1	-4.8	14.6	-2.3	2.3	-4.6	2.9	28.8

Single values from the list:
For PGC1a acetyl inh, COc1ccc(CN(C(=O)c2snc(C(N)=O)c2N)C(C(=O)NC2CCCC2)c2ccc(OC)cc2)cc1 (configuration not stated) reads 1.8
For Statin myotox sup, COc1ccc(S(=O)(=O)N2CCCC(C(=O)N3CCOCC3)C2)cc1Cl (configuration not stated) reads -4.5

Additional structures:
SMILES	Xi reactivation	SIRT5 block	Cneo AK release	S100A4 inh HTS	PGC1a acetyl inh	LGR2 antag	ERAP1 inh	Statin myotox sup
CC(/C=N/n1c(COc2ccccc2)n[nH]c1=S)=C\c1ccccc1	x	0.3	21.4	-2.9	x	7.9	-2.5	-2.6
CCCNC(=O)C[C@H]1CC[C@H]2[C@@H](COc3ccc(NS(=O)(=O)c4ccccc4C)cc3C(=O)N2C)O1	0.2	0.0	6.1	-9.5	-9.4	-10.5	0.6	6.3
C[C@@H]1CN([C@@H](C)CO)C(=O)c2cc(-c3cccc(C#N)c3)cnc2O[C@H]1CN(C)C(=O)C1CC1	-1.0	-1.7	-4.0	-33.9	-4.6	-3.8	3.4	-10.2
O=C(COC(=O)c1ccccc1F)NC1CCCC1	0.0	0.1	-2.0	0.3	14.4	-30.5	-3.1	4.0
COc1cccc(-c2nc(Cc3ccc(OC)c(OC)c3)no2)c1	x	-1.8	-0.8	0.5	35.8	-5.4	10.3	39.5
CCOc1cc(/C=C2\SC(=NC)N(C)C2=O)cc(Cl)c1OC(C)=O	0.0	-3.3	0.5	0.1	-4.3	-15.7	-1.6	1.6
CNc1nc2c(C)cccn2c(=O)c1C=Nc1ccc(OC)cc1	0.2	-3.2	x	4.3	3.3	-59.2	2.5	x
COc1ccc2c3c([nH]c2c1)[C@@H](CO)N(C(=O)Nc1c(C)noc1C)CC31CN(CC2CCOCC2)C1	0.1	-0.1	x	-5.7	-2.7	-15.9	-3.6	x
COc1cccc(/C=C/c2ccc3cccc(O)c3n2)c1OC	0.7	0.8	-1.6	-2.8	x	-53.9	-0.6	9.1
C[C@@H]1CN([C@H](C)CO)C(=O)c2cc(NC(=O)Nc3cccc4ccccc34)ccc2O[C@@H](C)CCCCO[C@@H]1CN(C)CC1CCCCC1	-1.1	1.7	-1.0	-11.3	-5.3	-3.9	-1.8	x
CC1C=CCC2C(=O)N(c3cccc(C(=O)Nc4ccc(Br)cc4)c3)C(=O)C12 (configuration not stated)	0.0	-1.5	5.0	17.5	x	-19.9	3.2	-11.5
CC(C)(C)c1cc(CN2CCN(CCC#N)CC2)cc(C(C)(C)C)c1O	x	x	-18.7	x	-2.6	1.0	x	-6.0
CCN(CC)S(=O)(=O)c1ccc(-c2nnc3sc4cccc(C)c4n23)cc1	0.0	-0.5	2.4	2.5	-6.6	-8.5	4.0	-9.6
CCc1ccc(OCC(=O)NC(=S)Nc2ccc(C(=O)O)cc2)cc1	0.0	-10.3	0.7	1.6	-2.3	14.1	-0.8	2.6
COCCOC(=O)C1=C(C)NC(C)=C(C(=O)OCCOC)C1/C=C/c1ccccc1OC	0.3	-0.7	x	-0.7	x	x	3.9	x
O=C(Nc1ccc(-c2cn3ccccc3n2)cc1)c1cccs1	0.0	9.7	x	4.0	-4.7	-10.0	2.4	x
Cc1nn(CC(=O)N2CCN(c3cccc(C(F)(F)F)c3)CC2)c(=O)c2cccn12	-0.1	-7.6	-0.7	3.6	-9.7	22.3	1.7	19.9
COc1ccc(S(=O)(=O)N(C)C[C@H]2Oc3c(NS(=O)(=O)c4cccs4)cccc3C(=O)N([C@@H](C)CO)C[C@H]2C)cc1	-1.0	-0.5	1.4	-30.8	-3.5	30.0	-4.1	45.0
COc1ccc2c3c([nH]c2c1)[C@@H](CO)N(Cc1cc(F)ccc1F)CC31CN(C(C)=O)C1	0.2	2.4	x	9.0	11.3	-5.2	-2.9	x
CC(C)(C)S(=O)N1Cc2cc(C(=O)NCc3ccc(Oc4ccccc4)cc3)nc(-c3cccc(-c4cc5ccccc5o4)c3)c2[C@@H]1CCO (some centres not stated)	x	x	0.4	-11.5	-4.6	4.9	3.1	7.2
Cc1ccc(Nc2cc(Cl)nc(N)n2)c([N+](=O)[O-])c1	0.0	x	-1.2	4.3	5.0	-20.8	11.0	-1.9
Cc1cccc(C(C)C)c1NC(=O)C1CCN(S(=O)(=O)c2ccccc2)CC1	0.0	-10.4	5.3	5.7	x	2.8	1.6	6.5

Five successive records already listed, quoted:
SMILES	Xi reactivation	SIRT5 block	Cneo AK release	S100A4 inh HTS	PGC1a acetyl inh	LGR2 antag	ERAP1 inh	Statin myotox sup
COc1ccc(S(=O)(=O)N(C)C[C@H]2Oc3c(NS(=O)(=O)c4cccs4)cccc3C(=O)N([C@@H](C)CO)C[C@H]2C)cc1	-1.0	-0.5	1.4	-30.8	-3.5	30.0	-4.1	45.0
COc1ccc2c3c([nH]c2c1)[C@@H](CO)N(Cc1cc(F)ccc1F)CC31CN(C(C)=O)C1	0.2	2.4	x	9.0	11.3	-5.2	-2.9	x
CC(C)(C)S(=O)N1Cc2cc(C(=O)NCc3ccc(Oc4ccccc4)cc3)nc(-c3cccc(-c4cc5ccccc5o4)c3)c2[C@@H]1CCO (some centres not stated)	x	x	0.4	-11.5	-4.6	4.9	3.1	7.2
Cc1ccc(Nc2cc(Cl)nc(N)n2)c([N+](=O)[O-])c1	0.0	x	-1.2	4.3	5.0	-20.8	11.0	-1.9
Cc1cccc(C(C)C)c1NC(=O)C1CCN(S(=O)(=O)c2ccccc2)CC1	0.0	-10.4	5.3	5.7	x	2.8	1.6	6.5
